From PubChem
a7 integrin act: integrin-mediated muscular dystrophy alleviation activation | alpha7betagal myoblasts, beta-gal FDG fluorescence, 48 h | Potency, µM (highest dose often 38.3 µM), for inactives: at the top dose activation, usual class: activators | actives 0.064% (n = 350,000);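 further: potency means the concentration at half of the fitted maximal effect; 100% = response of the positive control SU9516; nearly all actives have a fitted effect of over 60% in size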
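alpha7betagal+/- myoblasts (passage 13, 250/well) treated 48 h at 37C with compounds at 1:260 dilution of DMSO stock. Lysed, then beta-galactosidase activity read as FDG fluorescence (ex 480/em 540) after 30 min, with pre-read for autofluorescence.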
Eya2 inh: Eya2 (human) phosphatase inhibition; AID 488837; O00167; actives 0.006% (n = 330,000); recombinant Eya2, OMFP fluorescence dephosphorylation (OMFP is methylfluorescein phosphate); Potency, µM (highest dose often 76.9 µM), without a hit: at the top dose activity, negative = inhibition, most hits filed as inhibitors; further: potency means the concentration at half of the fitted maximal effect; on the % scale 0 is the no-effect control and ±100 the full control effect
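Eya2 protein (added as 0.2 uM solution) was preincubated with compound for 10 min at ambient temperature in 50 mM HEPES pH 7.5, 50 mM NaCl, 5 uM MgCl2, 0.05% BSA, 1 mM DTT. OMFP (added at 50 uM) then reacted 10 min; fluorescence read at 485/525 nm.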
PTAP TSG101 blk: blocks PTAP/TSG101 interaction to inhibit HIV-1 budding | Q99816 | Fluorescence polarization, FITC-PTAP peptide / Tsg101 binding | Potency, µM (top dose mostly 115 µM), for the others: at the top dose activity change, negative = inhibition, actives largely listed as inhibitors | 340,000 tested, under 10 active | AID 493005; active means well fitted inhibition curve with a large enough effect in the main read-out, with a control signal flat, not every such curve was filed as active; inconclusive means small, poorly fitted or top-dose-only effect, or effect the other way, or a change in a side signal; inactive means no such curve, though single readings can be large or run the other way; further: potency means the concentration at half of the fitted maximal effect; % of control where 0% means no effect
Target sequence (Q99816 whole entry, looked up): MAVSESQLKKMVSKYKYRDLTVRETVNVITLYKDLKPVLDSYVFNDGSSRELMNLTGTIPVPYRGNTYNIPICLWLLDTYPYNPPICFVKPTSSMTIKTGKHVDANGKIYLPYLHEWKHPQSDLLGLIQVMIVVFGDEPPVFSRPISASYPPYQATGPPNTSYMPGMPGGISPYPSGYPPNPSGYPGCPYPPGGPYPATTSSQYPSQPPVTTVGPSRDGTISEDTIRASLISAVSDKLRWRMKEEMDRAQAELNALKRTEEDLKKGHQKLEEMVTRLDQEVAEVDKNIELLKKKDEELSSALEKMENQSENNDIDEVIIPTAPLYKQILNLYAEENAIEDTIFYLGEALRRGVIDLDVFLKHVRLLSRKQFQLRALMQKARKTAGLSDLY
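Compounds were pin-transferred onto Tsg101 binding domain (10 uM final) in HEPES pH 7.5 buffer, then FITC-PTAP peptide was added at 50 nM final. After 20 min at RT, polarization reported peptide displacement across a qHTS concentration series.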
BCR signal inh: blocks chronic active B-cell receptor signaling; AID 493014; ABC-DLBCL IkBa-CBG/CBR reporter, luminescence ratio, 4 h; Potency, µM (top dose mostly 46.1 µM), for inactives: top-dose ratio change, negative = lower green/red ratio, most hits filed as inhibitors; actives 0.05% (n = 340,000); active means well fitted inhibition curve with a large enough effect in the signal ratio, with a control signal flat, not every such curve was filed as active; inconclusive means small, poorly fitted or top-dose-only effect, or effect the other way, or a change in a side signal; the % refers to the signal ratio;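 further: potency means the concentration at half of the fitted maximal effect; plate controls were basal doxycycline-induced cells for no effect and cells given 10 µM MG132 for full effect; MG132 reads +100%, hits lower the ratio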
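Concentration-response series (up to 46 uM) were applied to TMD8 dual-reporter cells for 4 h at 37C with doxycycline. Green/red ratio, after filter-overlap correction, defined %Activity; red signal alone was normalised to basal cells and zero luminescence.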
Mito fusion yeast: blocks mitochondrial division or promotes mitochondrial fusion; actives 0.23% (n = 320,000); AID 485298; Potency, µM (highest dose often 46.1 µM), without a hit: at the top dose growth rescue (activation), hits mostly activators; S. cerevisiae fusion-defective mutant growth rescue, CellTiterGlo 48 h;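 further: potency means the concentration at half of the fitted maximal effect; % of control where 0% means no effect; nearly all actives have a fitted effect of over 45% in size; temperature-sensitive fusion mutants such as fzo1-1 at 37 °C on non-fermentable ethanol glycerol medium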
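Read-out: ATP-based luminescence (CellTiterGlo, 10 min ambient) reporting growth of fusion-defective ts yeast after 48 hours at 37C on glycerol/ethanol YPEG medium in the presence of compound.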
AT treatment: potential ataxia-telangiectasia treatments restoring KAP-1 phosphorylation | […] A-T fibroblasts, KAP-1 phosphorylation AlphaLISA; neocarzinostatin DNA damage 30 min before lysis | Potency, µM (series often up to 57.5 µM), for inactives: at the highest dose activation, hits mostly activators | actives 0.19% (n = 320,000) | AID 485349; further: potency means the concentration at half of the fitted maximal effect; % of control where 0% means no effect; nearly all actives have a fitted effect of over 45% in size
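ATM-like activity read as KAP-1 phosphorylation via AlphaLISA donor/acceptor antibody pairs after lysis and 6 hr at 25C. Cells were ATM-null patient fibroblasts ([…], hTERT), dosed 60 min, then exposed to the DSB inducer NCS for 30 min.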
Tb PFK block: T. brucei PFK enzyme inhibition | O15648 | T. brucei PFK, ADP-Glo luminescence | Potency, µM (titrated, usually from 57.5 µM), for inactives: at the top dose activity, negative = inhibition, actives largely listed as inhibitors | actives 0.17% (n = 330,000) | AID 485367;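 further: potency means the concentration at half of the fitted maximal effect; 0% = uninhibited 1x PFK enzyme wells and -100% = no-enzyme wells; nearly all actives have a fitted effect of over 60% in size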
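In TEA buffer at pH 8.0 with 5 mM MgCl2, enzyme (1.25 nM) converted F6P (0.5 mM) and ATP (0.1 mM) for 45 min at room temperature. ADP product was read by luciferase luminescence.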
S-ASM inh: blocks human secretory acid sphingomyelinase | placental ASM, HMU-PC fluorogenic substrate, 60 min | Potency, µM (doses to about 57.5 µM), for the others: at the highest dose activity change, negative = inhibition, most hits filed as inhibitors | actives 0.006% (n = 340,000); further: potency means the concentration at half of the fitted maximal effect
Target sequence (P17405 47-631 limits assumed): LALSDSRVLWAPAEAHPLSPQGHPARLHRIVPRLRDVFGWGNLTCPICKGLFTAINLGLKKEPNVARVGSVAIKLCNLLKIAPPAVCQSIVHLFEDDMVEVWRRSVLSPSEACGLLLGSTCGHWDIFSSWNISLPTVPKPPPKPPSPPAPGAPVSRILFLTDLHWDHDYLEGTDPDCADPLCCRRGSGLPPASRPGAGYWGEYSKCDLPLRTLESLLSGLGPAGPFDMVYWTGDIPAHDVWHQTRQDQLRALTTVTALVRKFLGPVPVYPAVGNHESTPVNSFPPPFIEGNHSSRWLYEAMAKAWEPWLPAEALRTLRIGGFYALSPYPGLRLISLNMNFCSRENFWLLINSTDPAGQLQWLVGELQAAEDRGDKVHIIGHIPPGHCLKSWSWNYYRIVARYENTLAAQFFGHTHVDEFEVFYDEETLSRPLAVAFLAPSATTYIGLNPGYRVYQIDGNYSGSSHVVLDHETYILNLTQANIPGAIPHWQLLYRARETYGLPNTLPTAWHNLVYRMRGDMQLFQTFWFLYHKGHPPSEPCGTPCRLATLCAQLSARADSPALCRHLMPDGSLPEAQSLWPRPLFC
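HMU-PC0 cleavage (9 uM final) by human placental ASM, 60 min at 37 °C following 10 min compound exposure at RT; stopped at pH 10, fluorescence Ex 386/Em 447 nm.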
TSHR antag: human thyrotropin receptor antagonism | AID 504810 | P16473 | actives 0.2% (n = 330,000) | TSHR-expressing cells, TSH-stimulated cAMP HTRF, 2 h; stronger effect = lower value | activity change, negative = inhibition, % at 11.5 µM;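 active means activity change below a set negative limit, meaning inhibition stronger than a set level, cut at about -70% in these data; inconclusive means activity change between two set negative limits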; further: on the % scale 0 is the no-effect control and ±100 the full control effect
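Cell-based HTRF cAMP assay; TSHR cells + compound, TSH EC80 (4nM final), 2 h, 37 deg C. Lysis with anti-cAMP cryptate and cAMP-d2, 30 min RT, read 665/620 nm.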
ELG1 DNA repair: inhibitors of ELG1-dependent DNA repair in HEK293T cells; actives 2.3% (n = 330,000); Potency, µM (highest dose often 46.1 µM), for the others: top-dose activity change, negative = inhibition, hits mostly inhibitors; AID 504467; HEK293T ELG1-luciferase reporter, luminescence, 16 h; DNA damage induced by 5-fluorouridine; further: potency means the concentration at half of the fitted maximal effect; on the % scale 0 is the no-effect control and ±100 the full control effect; nearly all actives have a fitted effect of over 55% in size
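Overnight (16 hr) co-exposure of 2,000 cells/well to 5-fluorouridine and compound at 37 °C preceded detection. Luciferase was quantified via ONE-Glo luminescence; loss of signal denotes inhibition.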
TCR act: T cell receptor activation. Potency, µM (titrated, usually from 9.22 µM), without a hit: top-dose activation of IL-2 secretion, most hits filed as activators. 330,000 tested, under 10 active. primary human leukocytes, anti-CD3, IL-2 HTRF, 48 h. AID 504894; further: % of control where 0% means no effect
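IL-2 produced over 48 hr by a-CD3 bead-stimulated primary human leukocytes exposed to compounds was detected with a homogeneous time-resolved FRET immunoassay, 665nm acceptor signal after 320nm excitation.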
An asterisk follows results filed as active; ? = inconclusive; · = no result given; [ ] = remark or other dose. Unless noted, the call rests on the fitted dose curve; in most records, active means well fitted curve in the direction sought with a large enough effect; inconclusive means small, poorly fitted or top-dose-only effect, or another doubt; inactive means no such curve, though single readings can be large; an effect the other way counts as inactive or inconclusive. This is a random part of the collection. Share with any hit: about 3.2%.

SMILES	a7 integrin act	Eya2 inh	PTAP TSG101 blk	BCR signal inh	Mito fusion yeast	AT treatment	Tb PFK block	S-ASM inh	TSHR antag	ELG1 DNA repair	TCR act
COc1ccc(CCNC(=O)c2cc3c(=O)n(C)c4ccccc4c3n2C)cc1OC	29%	3%	-4%	?	-2%	2%	0%	-15%	0	?	-3%
COc1cc(C(=O)Nc2sc3c(c2C#N)CCN(C(C)=O)C3)cc(OC)c1OC	-22%	-20%	0%	-1%	-3%	5%	11%	30%	0	-13%	1%
COC(=O)/C(=C\C(=O)c1ccccc1)Nc1cccc(C(F)(F)F)c1	-18%	18%	1%	1%	-2%	-2%	0%	0%	-5	22%	-25%
Cc1cccc(C)c1NC1=NC(=S)N(c2ccccc2)C12CCOC(C)(C)C2 (centres undefined)	?	14%	-6%	8%	-1%	·	4%	3%	-10	-11%	1%
Cc1ccc2nsnc2c1S(=O)(=O)N1CCCC1C(=O)O (centres undefined)	-8%	-8%	0%	3%	6%	0%	0%	5%	12	10%	1%
O=C(/C=C/c1cccc([N+](=O)[O-])c1)N1CCN(S(=O)(=O)c2cccs2)CC1	1%	9%	-9%	-3%	3%	4%	3%	-3%	-12	?	-7%
COc1cccc(OCC(=O)NNC(=O)CCc2ccccc2)c1	10%	-1%	2%	6%	14%	1%	-1%	0%	5	0%	-1%
Cc1ccc(S(=O)(=O)NC(=O)C2CCCCC2)cc1	?	16%	2%	5%	0%	2%	0%	13%	-5	6%	5%
CC(=O)Oc1ccc(C(=O)Nc2cccc(-c3nnc(-c4ccco4)o3)c2)cc1	-34%	1%	-4%	6%	2%	-1%	2%	-2%	-14	?	0%
CC(OC(=O)c1cccs1)C(=O)Nc1nc(-c2ccccc2)cs1 (centres undefined)	-16%	-13%	-1%	?	?	-5%	0%	-5%	-8	?	-2%[46.1 µM]
CC(C)c1ccc(C(=O)CSc2ncn[nH]2)cc1	-2%	-10%	-7%	?	1%	-3%	-29%	1%	-10	?	-12%
Cc1cccn2c(=O)c3cc(S(=O)(=O)c4ccc(Br)cc4)c(=N)n(C4CCCCC4)c3nc12	?	-1%	-9%	-1%	5%	0%	0%	26%	-4	-1%	-1%
CC(C)Oc1ccc(S(=O)(=O)N2CCOCC2)cc1NC(=O)CCCSc1ccccc1	7%	-39%	0%	?	9%	3%	-1%	-8%	-1	?	-5%
COc1ccc(NC(=O)COC(=O)c2ccc3ccccc3n2)cc1	-6%	-6%	-6%	-3%	1%	4%	0%	-2%	-2	0%	-7%
CCOc1ccccc1OCCCC(=O)N(CC)CC(=O)Nc1c(F)cccc1F	-3%	10%	0%	-9%	3%	-7%	-2%	1%	-4	11%	3%
COc1ccc(S(=O)(=O)N2CCN(c3ncnc4c(-c5ccccc5)nsc34)CC2)cc1	14%	-6%	-5%	3%	0%	1%	-1%	3%	0	-4%	3%
COc1ccc(/C=C/C(=O)OCC(=O)Nc2cccc(Oc3ccccc3)c2)c(OC)c1	-3%	-5%	3%	-1%	25%	0%	3%	-5%	-4	1%	2%[46.1 µM]
S=C1NCN(Cc2ccco2)CN1CCc1ccccc1	0%	-4%	0%	-7%	-4%	-3%	-2%	6%	4	-10%	0%
CC(=O)c1c(C)oc2ccc(N(C(=O)c3ccncc3)S(=O)(=O)c3ccccc3)cc12	-53%[inhibitor]	-5%	-4%	0%	9%	7%	-3%	-2%	8	?	6%
Cc1oc(-c2ccccc2Cl)[n+]([O-])c1C	-35%	-2%	0%	?	-5%	·	-3%	-1%	-5	0%	3%
CCCn1c(=O)[nH]c(=O)c2c1nc(-c1ccccc1)n2CCN1CCOCC1	5%	-22%	-5%	1%	-4%	3%	-1%	-2%	32	?	1%
CSCC[C@@H](CO)NC(=O)c1ccc2nc(C3CCCCC3)oc2c1	-1%	11%	-5%	0%	-3%	0%	-4%	2%	-13	18%	5%
O=C(Nc1nnc(/C=C/c2ccccc2)s1)c1ccco1	0%	3%	-1%	?	11%	31%	12%	230%[activator]	-12	?	-6%
CCC(C)c1ccc(C2C3=C(Nc4nc(N)[nH]c(=O)c42)c2ccccc2C3=O)cc1 (centres undefined)	0%	5%	-4%	4%	2%	-6%	-1%	-8%	-10	8%	-16%
C[C@H](NC(=O)c1ccc2c(c1)OCO2)c1nnc2ccccn12	4%	-12%	-6%	?	4%	2%	-3%	8%	1	?	-4%
O=C(O)c1ccccc1NCc1ccncc1	8%	3%	-12%	-6%	2%	3%	-2%	6%	1	-3%	-4%
Cc1c(NS(=O)(=O)c2ccc(N3CCCCC3)c([N+](=O)[O-])c2)c(=O)n(-c2ccccc2)n1C	-7%	-3%	1%	4%	-4%	-6%	-2%	-1%	-1	-6%	2%[46.1 µM]
O=C(COC(=O)c1ccc(O)cc1)Nc1ccc2c(c1)OCO2	-13%	0%	-1%	-12%	·	11%	1%	-2%	-4	13%	4%
O=C(CC1SCCNC1=O)Nc1cccc([N+](=O)[O-])c1 (centres undefined)	20%	17%	2%	-8%	-4%	-1%	0%	2%	-3	18%	-4%
O=C(NC(=S)NC1CCN(Cc2ccccc2)CC1)c1ccc(F)cc1	?	-6%	0%	-7%	-6%	1.4µM*	-17%	0%	31	-23%	-2%
O=C(NCCN1CCOCC1)C(=O)NCC1OCCN1C(=O)c1ccc(Cl)cc1 (centres undefined)	7%	9%	-6%	3%	-1%	7%	1%	6%	14	6%	-5%
CS(=O)(=O)c1ccc(NC(=O)c2cccc(-n3cnnn3)c2)cc1	8%	-23%	-5%	4%	2%	10%	-2%	-1%	-4	11%	-2%
CS(=O)(=O)N(Cc1ccco1)CC(O)Cn1c2ccccc2c2ccccc21 (centres undefined)	-18%	11%	-1%	-12%	22%	0%	7%	-3%	-5	-23%	·
Cc1ccc(N2C(=O)c3n[nH]c(C)c3C2c2ccccn2)cc1 (centres undefined)	-6%	-5%	1%	-9%	0%	0%	2%	2%	4	12%	19%
Cc1ccc(S(=O)(=O)CCC(=O)Oc2ccc(-c3nnco3)cc2)cc1	0%	3%	-4%	?	-10%	-5%	0%	4%	-2	9%	1%
CCn1c(=O)cc(OCC(=O)O)c2ccccc21	9%	-2%	-3%	-1%	0%	-1%	1%	1%	0	-5%	2%
Cc1oc(-c2ccccc2Cl)nc1CN1CCCCC1CO (centres undefined)	8%	5%	-2%	0%	3%	6%[11.5 µM]	?	0%	-1	2%	7%
COc1ccc(CCN2CC(C(=O)N3CCC(O)(c4ccccc4)CC3)CCC2=O)cc1 (centres undefined)	1%	-1%	-2%	-4%	-3%	-9%	1%	0%	4	-8%	0%
Cc1ccc(CNC(=O)Cc2ccc(-n3cccc3)cc2)cc1	-16%	8%	-4%	-2%	-3%	4%	-11%	1%	10	?	-4%[46.1 µM]
NCCN1CCN(S(=O)(=O)c2ccc([N+](=O)[O-])cc2)C=C1c1ccc(Cl)cc1	3%	-11%	-1%	1%	-12%	3%	4%	-7%	-1	23%	1%
CC(=O)c1cccc(NC(=O)Nc2ccc(C(=O)N3CCOCC3)cc2)c1	?	-7%	-4%	12%	-2%	0%	-2%	1%	23	10µM*	-3%[46.1 µM]
O=C(NC1CCS(=O)(=O)C1)c1cnccn1 (centres undefined)	20%	-1%	-10%	7%	0%	-4%	7%	0%	11	5%	5%
CCCOc1ccc(C(=O)ON=C2CCN(C)CC2)cc1	?	-14%	-5%	9%	18%	-1%	-1%	-1%	0	15%	3%
COc1cnc(-c2ccccc2)nc1OC	-10%	8%	-12%	-4%	-1%	10%	1%	0%	22	?	1%

Pulled by structure from the entries so far (2):
SMILES	a7 integrin act	Eya2 inh	PTAP TSG101 blk	BCR signal inh	Mito fusion yeast	AT treatment	Tb PFK block	S-ASM inh	TSHR antag	ELG1 DNA repair	TCR act
COc1ccc(CCN2CC(C(=O)N3CCC(O)(c4ccccc4)CC3)CCC2=O)cc1 (centres undefined)	1%	-1%	-2%	-4%	-3%	-9%	1%	0%	4	-8%	0%
Cc1ccc(N2C(=O)c3n[nH]c(C)c3C2c2ccccn2)cc1 (centres undefined)	-6%	-5%	1%	-9%	0%	0%	2%	2%	4	12%	19%
